CHO-K1 Ca PAM: M1 PAM counterscreen hit in parental CHO-K1 cells; activation, % at 3 µM; AID 602247; ATP EC20, Fluo-8 calcium fluorescence; 0% at ATP EC20, 100% at ATP max; 360,000 compounds, 0.02% hits;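 active = activation above the run cutoff, the mean activation of all test compounds plus 3 SD, cut at about 40% in these data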;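 note: peak over basal fluorescence ratio in a 140 s read after ATP addition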
CHO parental Ca: counter-screen for OX1R antagonists: effect in parental CHO cells; parental CHO-K1, ATP-induced calcium, Fluo-8 fluorescence; inhibition, % at 5.6 µM; 330,000 compounds, 0.63% hits; AID 463079;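 active = inhibition above that plate's mean sample inhibition plus 3 SD, cut at about 26% in these data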;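 note: 0% = ATP-challenged DMSO wells and 100% = DMSO wells without ATP; some compounds past the cut are filed as inactive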
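Material – parental CHO cells · Reagent – ATP stimulus · Compound – single nominal dose of 5.6 µM per compound · Detection – Fluo-8 fluorescence · Read-out basis – percent inhibition of calcium signal · Controls – ATP-challenged DMSO wells low, unchallenged DMSO wells high · Repeats – no replicates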
CHO-K1 Ca ag: counter-screen for M1 agonists: effect in parental CHO-K1 cells; Fluo-8 calcium fluorescence; scaled to maximal ATP response, vehicle zero; activation, % at 3 µM; 360,000 compounds, 0.48% hits; AID 602248; in the data active = activation above about 15%;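 note: untransfected CHO-K1 host cells lacking M1 receptor as counterscreen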
TAAR1 antagonist: human TAAR1 antagonism; CHO RD-HGA16 TAAR1, Fluo-8 calcium fluorescence, antagonist; AID 624466; 360,000 compounds, 1.5% hits; Q96RJ0; inhibition, % at 3 µM;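 active = inhibition above a per-plate cutoff, the mean inhibition of test compounds on that plate plus 3 SD, cut at about 49% in these data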;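 note: 0% = DMSO plus EC80 beta-PEA response and 100% = DMSO alone without agonist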
Target sequence (Q96RJ0 whole entry, looked up): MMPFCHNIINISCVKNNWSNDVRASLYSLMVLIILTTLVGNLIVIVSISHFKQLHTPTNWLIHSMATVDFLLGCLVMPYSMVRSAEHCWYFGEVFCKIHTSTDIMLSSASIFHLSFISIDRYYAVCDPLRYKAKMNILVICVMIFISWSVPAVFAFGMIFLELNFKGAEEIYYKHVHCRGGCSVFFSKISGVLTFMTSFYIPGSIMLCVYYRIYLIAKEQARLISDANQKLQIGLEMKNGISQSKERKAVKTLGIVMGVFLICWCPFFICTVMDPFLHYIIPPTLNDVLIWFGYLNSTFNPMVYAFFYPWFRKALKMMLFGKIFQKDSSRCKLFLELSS
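Test system: RD-HGA16 CHO cells with stable hTAAR1 and Gα16 / Probe or stimulus: EC80 β-phenethylamine stimulus / Times: seeding 17-24 h prior, 75-min 37 °C, 30-min RT dye loading / Detection: Fluo-8 calcium-sensitive fluorescence / Read-out basis: % inhibition scaled between DMSO and EC80 PEA controls / Repeats: singlicate, one well per test compound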
TAAR1 ag: agonists of human TAAR1. activation, % at 3 µM. CHO RD-HGA16 TAAR1, Fluo-8 calcium fluorescence; vehicle wells 0%, saturating PEA agonist 100%. 360,000 compounds, 0.99% hits. AID 624467;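 active = activation above the mean activation of all test compounds in the run plus 3 SD, cut at about 38% in these data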
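Benchmarks: low control DMSO, high control PEA (EC100); System: CHO RD-HGA16 cells carrying human TAAR1 plus Gα16; Detection: Fluo-8 fluorescence, 5 s baseline then 140 s kinetic read; Schedule: 17-24 h plating, Fluo-8 75 min 37 °C, 30 min RT; Read-out basis: % activation from peak over basal fluorescence ratio, DMSO-to-PEA scaled.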
CHRM1 PAM: positive allosteric modulators of human M1 muscarinic receptor. activation, % at 3 µM. AID 588819. 360,000 compounds, 0.088% hits. CHO-K1 hM1, Fluo-8 calcium fluorescence, ACh EC20; 0% = ACh EC20, 100% = maximal ACh; in the data active = activation above about 19%, passing the limit was not always enough
Target sequence (P11229 whole entry, looked up): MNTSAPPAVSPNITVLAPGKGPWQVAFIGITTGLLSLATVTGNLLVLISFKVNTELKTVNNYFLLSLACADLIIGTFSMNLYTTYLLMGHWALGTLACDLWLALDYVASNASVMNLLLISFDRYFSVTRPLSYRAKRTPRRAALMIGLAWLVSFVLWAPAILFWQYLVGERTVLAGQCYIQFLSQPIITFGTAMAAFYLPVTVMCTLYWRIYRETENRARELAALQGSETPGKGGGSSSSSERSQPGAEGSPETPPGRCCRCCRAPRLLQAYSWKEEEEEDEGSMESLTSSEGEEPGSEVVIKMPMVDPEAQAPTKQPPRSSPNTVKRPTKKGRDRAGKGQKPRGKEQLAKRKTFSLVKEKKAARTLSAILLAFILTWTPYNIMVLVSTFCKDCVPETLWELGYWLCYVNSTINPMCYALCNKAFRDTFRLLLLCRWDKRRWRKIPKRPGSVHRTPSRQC
CHRM1 antagonist: blocks human M1 muscarinic receptor | CHO-K1 hM1, Fluo-8 calcium fluorescence, ACh EC80 antagonist | inhibition, % at 3 µM | 360,000 compounds, 1.3% hits;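 active = percent inhibition above its own plate's cutoff, namely the mean of that plate's compound wells plus 3 SD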;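 note: peak over basal fluorescence ratio during 140 s after agonist addition; 0% = ACh EC80 plus DMSO and 100% = DMSO alone without agonist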
M1 ag: human M1 muscarinic receptor agonism | P11229 | CHO-K1 hM1, Fluo-8 calcium fluorescence, agonist mode; 0% DMSO, 100% acetylcholine EC100 | activation, % at 3 µM | 360,000 compounds, 0.33% hits;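 active = activation above the run's mean compound activation plus 3 SD, cut at about 16% in these data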;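 note: peak over basal fluorescence ratio within a 140 s kinetic read after compound addition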
CHO-K1 Ca antag: counter-screen for M1 antagonists: effect in parental CHO-K1 cells | inhibition, % at 3 µM | ATP-induced calcium, Fluo-8 fluorescence | 360,000 compounds, 0.6% hits;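 active = inhibition above a per-plate cutoff, the plate's mean sample inhibition plus 3 SD, cut at about 24% in these data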;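 note: 0% = DMSO plus EC80 ATP and 100% = DMSO alone without ATP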
* hit, by the source's call; . = not tested or not shown.

cpd	SMILES	CHO-K1 Ca PAM	CHO parental Ca	CHO-K1 Ca ag	TAAR1 antagonist	TAAR1 ag
1	CCn1c(SCC(=O)N2CCN(c3ccccc3)CC2)nnc1-c1c[nH]c2ccccc12	21.5	-18.8	10.6	17.5	9.5
2	Cc1cccc(NNC(=O)C2CCC2)c1	7.7	-7.2	0.7	-12.0	0.7
3	Cc1c(NC(=O)CN2CCN(c3ccccc3)CC2)c(=O)n(-c2ccccc2)n1C	17.4	-14.9	0.6	-14.2	4.5
4	Nn1c(Cc2ccccc2)nnc1Cc1ccccc1	18.4	.	0.6	-4.8	0.1
5	CCc1c(C(=O)Nc2cc(C)cc(C)c2)[nH]c(C)c1C(C)=O	7.6	7.4	6.4	27.4	7.0
6	Cc1ccc(NC(=O)c2ncn(CC(=O)NCc3ccccc3)n2)cc1C	7.2	-7.4	0.8	-11.4	3.2
7	CN(C)S(=O)(=O)c1ccc(C(=O)Nc2nnc(SCC(=O)NCC3CCCO3)s2)cc1 (stereo not drawn)	13.5	-15.7	0.0	1.2	0.1
8	COc1cc(=O)[nH]c(SC(C)C(=O)Nc2ccc3ccccc3c2)n1 (stereo not drawn)	-0.3	3.8	6.8	7.5	-0.8
9	Cc1ccccc1C(=O)c1ccccc1C(=O)c1ccccc1	12.0	.	-1.1	10.0	-1.9
10	COc1cccc(/C=C/C(=O)OCC(=O)NC2CCCC2)c1	-7.0	.	0.1	-18.3	3.8
11	O=C(Nc1nnc(-c2ccco2)s1)C1CC1	7.1	-10.3	0.4	-8.4	1.1
12	O=C(Nc1cccc(Cl)c1)OCCN1CCN(Cc2ccccc2)CCC1=O	-2.0	-5.4	5.9	15.5	16.1

cpd	CHRM1 PAM	CHRM1 antagonist	M1 ag	CHO-K1 Ca antag
1	-14.7	11.9	-0.3	-3.5
2	1.2	-3.8	-1.1	-5.6
3	7.6	-9.1	-1.6	-16.2
4	6.9	-18.7	-1.9	-13.7
5	-3.1	8.9	0.1	-0.5
6	-0.1	-4.7	-1.6	-10.6
7	11.5	-15.4	-2.7	-14.0
8	2.5	-0.5	-4.4	9.2
9	-0.2	-4.1	-5.6	-11.8
10	13.4	-7.8	-0.9	11.8
11	6.1	-2.5	-3.1	-7.7
12	-5.2	7.9	-3.4	-9.9

One compound at a time, as listed above:
O=C(Nc1nnc(-c2ccco2)s1)C1CC1 is listed as CHO-K1 Ca PAM: 7.1; CHO parental Ca: -10.3; CHO-K1 Ca ag: 0.4; TAAR1 antagonist: -8.4; TAAR1 ag: 1.1; CHRM1 PAM: 6.1; CHRM1 antagonist: -2.5; M1 ag: -3.1; CHO-K1 Ca antag: -7.7
CCn1c(SCC(=O)N2CCN(c3ccccc3)CC2)nnc1-c1c[nH]c2ccccc12 is listed as CHO-K1 Ca PAM: 21.5; CHO parental Ca: -18.8; CHO-K1 Ca ag: 10.6; TAAR1 antagonist: 17.5; TAAR1 ag: 9.5; CHRM1 PAM: -14.7; CHRM1 antagonist: 11.9; M1 ag: -0.3; CHO-K1 Ca antag: -3.5

Carrying on.
cpd	SMILES	CHO-K1 Ca PAM	CHO parental Ca	CHO-K1 Ca ag	TAAR1 antagonist	TAAR1 ag
13	O=C(Nc1ccc([N+](=O)[O-])cc1)NN1CCCCCC1	-13.0	.	-0.3	13.8	1.6
14	CN(CC(O)COc1ccc2ccccc2c1)C1CCCCC1 (stereo not drawn)	11.6	-8.3	3.1	-8.0	5.8
15	Cc1ccccc1C(=O)N1CCC(C(=O)N2CCN(S(=O)(=O)c3ccccc3F)CC2)CC1	-9.2	-1.3	3.6	-14.7	3.9
16	O=C1C(Nc2ccccc2)=C2CCCC=C2N1c1ccccc1	28.2	-4.5	4.5	-12.4	1.1
17	Cc1cccc(-c2nc3ccccc3c(=O)n2NC(=O)c2ccc([N+](=O)[O-])c(C)c2)c1	1.3	3.6	3.0	-24.7	0.9
18	Cc1ccc(C)c(OCC(=O)Nc2nc3ccc([N+](=O)[O-])cc3s2)c1C	8.5	-10.5	0.0	-6.1	8.1
19	COC(=O)Nc1nnc(-c2ccccc2Cl)s1	2.6	-6.0	0.6	3.4	9.1
20	Clc1ccc(-c2nnc(Sc3nc4ccccc4o3)c3ccccc23)cc1	-13.5	10.5	-0.5	-8.6	3.1
21	O=C(c1ccccc1F)N1CCN(S(=O)(=O)c2ccc(S(=O)(=O)N3CCCCCC3)cc2)CC1	17.8	1.8	0.8	5.2	1.4
22	COc1ccc(C)cc1-n1c(SCC(=O)Nc2cc(C)on2)nc2ccccc2c1=O	7.4	-17.6	0.8	-30.7	5.4
23	CC(C)C(c1nnnn1C(C)(C)C)N1CCN(Cc2cccnc2)CC1 (stereo not drawn)	22.9	-17.8	0.5	4.3	6.0
24	CCOC(=O)N1CCC(NC(=O)CC2C(=O)NCCN2Cc2cccc(F)c2F)CC1 (stereo not drawn)	7.2	-10.1	0.7	-18.9	-0.1

cpd	CHRM1 PAM	CHRM1 antagonist	M1 ag	CHO-K1 Ca antag
13	-3.6	4.8	0.2	1.7
14	2.9	-9.8	-5.9	-4.3
15	-4.5	8.4	-4.4	0.4
16	0.2	-0.3	-5.2	-17.8
17	-3.0	-0.8	-3.2	6.9
18	-0.4	-9.6	-4.1	-0.1
19	-4.5	-22.4	-0.3	-2.0
20	-8.7	14.6	-5.6	5.6
21	19.6	-18.8	0.7	-18.1
22	0.9	-1.9	-5.2	-15.5
23	17.4	-13.5	-0.5	-15.8
24	7.6	-15.4	-2.1	-6.3

Quoted from the entries so far, 2 compounds:
cpd	SMILES	CHO-K1 Ca PAM	CHO parental Ca	CHO-K1 Ca ag	TAAR1 antagonist	TAAR1 ag
1	CCn1c(SCC(=O)N2CCN(c3ccccc3)CC2)nnc1-c1c[nH]c2ccccc12	21.5	-18.8	10.6	17.5	9.5
2	Cc1cccc(NNC(=O)C2CCC2)c1	7.7	-7.2	0.7	-12.0	0.7

cpd	CHRM1 PAM	CHRM1 antagonist	M1 ag	CHO-K1 Ca antag
1	-14.7	11.9	-0.3	-3.5
2	1.2	-3.8	-1.1	-5.6

The list continues.
cpd	SMILES	CHO-K1 Ca PAM	CHO parental Ca	CHO-K1 Ca ag	TAAR1 antagonist	TAAR1 ag
25	COc1ccc(/C=C/c2onc(C)c2S(=O)(=O)N2CCC(C(=O)N3CCCCCC3)CC2)cc1	-18.3	-14.8	3.9	0.7	-0.9
26	CC(C)N(C)c1ncnc2c1ncn2[C@H]1CN(Cc2ccco2)C[C@@H](CO)O1	1.4	.	0.4	-12.4	0.7
27	O=C(CSc1ccc2nnc(CCNC(=O)c3ccccc3)n2n1)NCc1ccccc1	5.0	-6.0	1.5	1.6	0.6
28	CC1CN(C(=O)Nc2ccc3c(c2)OCCO3)CC(C)O1 (stereo not drawn)	9.0	0.4	1.4	-33.7	9.0
29	COc1ccc(NC2C=CS(=O)(=O)C2)cc1 (stereo not drawn)	10.1	2.2	0.1	-1.0	3.3
30	Cc1ccc(OCCNC(=O)/C=C/c2ccccc2)cc1C	29.2	3.1	1.0	-12.6	-1.2
31	O=C(COC(=O)Cc1cccs1)Nc1ccccc1F	9.3	-1.9	0.0	3.6	4.2
32	COc1ccc(N2C(=O)CCC(C(=O)Nc3ccccn3)C2c2ccc(OC)c(OC)c2)cc1 (stereo not drawn)	10.6	-20.4	0.0	-3.7	5.5
33	CC(C)=CCC[C@H](C)C[C@@H]1Cc2[nH][nH]c(=O)c2[C@H](c2ccc(F)cc2)O1	5.3	.	1.0	14.0	0.8
34	CC1CCN(Cc2nnnn2CCCC(=O)NCC(C)(C)N2CCOCC2)CC1	3.7	-2.8	0.3	7.4	-0.5
35	O=c1[nH]c(SCCN2CCOCC2)nc(O)c1-c1ccccc1	19.7	-1.5	0.3	-17.2	0.2
36	N#Cc1c(NC(=O)CSc2ncccn2)oc(-c2ccccc2)c1-c1ccccc1	18.4	2.0	0.5	12.4	4.5

cpd	CHRM1 PAM	CHRM1 antagonist	M1 ag	CHO-K1 Ca antag
25	-0.3	2.1	-2.4	2.5
26	4.7	-11.6	-1.8	-3.3
27	6.6	-11.5	-2.6	-2.7
28	6.7	-7.3	-4.2	-5.7
29	2.5	-0.6	-5.2	-1.1
30	13.3	-9.5	-7.7	-11.5
31	8.4	-5.9	-5.1	-6.1
32	11.3	-13.6	5.3	3.0
33	.	.	.	-29.1
34	1.6	-2.3	-2.5	-14.7
35	3.5	-17.4	-1.6	-16.3
36	11.9	-13.1	3.9	-18.6

Some values from the results shown.
For CHO-K1 Ca PAM, cpd 36 shows 18.4
For TAAR1 antagonist, cpd 35 shows -17.2

Further results.
cpd	SMILES	CHO-K1 Ca PAM	CHO parental Ca	CHO-K1 Ca ag	TAAR1 antagonist	TAAR1 ag
37	Cc1cccc2c(=O)cc(C)n(CC(=O)N3CCCCC3)c12	6.6	-16.6	0.9	-5.0	2.1
38	COC(=O)CSc1nsc(SCC(=O)OC)c1C#N	20.6	7.5	0.8	4.1	0.1
39	CC1CCc2c(sc3ncnc(SCC(=O)Nc4ccc(C(=O)O)cc4)c23)C1 (stereo not drawn)	20.6	-14.1	0.7	18.3	1.6
40	CN(C)c1ccc(NC(=O)/C=C/c2ccccc2Cl)cc1	-8.3	-15.9	0.5	17.7	3.8
41	CCOC(=O)c1[nH]c2c(c1-c1ccc(OC)cc1)C(=O)CC(c1ccc(OC)c(OC)c1)C2 (stereo not drawn)	23.4	-0.2	-0.4	-39.8	-0.2
42	CS(=O)(=O)N1CCCC(C(=O)NCCCN2CCN(Cc3ccccc3)CC2)C1 (stereo not drawn)	5.0	-11.9	0.4	-19.4	6.3

cpd	CHRM1 PAM	CHRM1 antagonist	M1 ag	CHO-K1 Ca antag
37	1.9	0.0	-2.8	-2.4
38	5.1	-9.5	-8.4	-3.8
39	16.0	-28.3	-1.4	-23.2
40	3.9	1.5	-8.1	17.8
41	4.5	-8.3	-9.6	-4.5
42	1.6	-3.8	-6.8	-12.3
